Pf gametocyte: kills late stage P. falciparum gametocytes; P. falciparum stage V gametocytes, ATP luminescence, 24 h; inhibition, % at 10.9 µM; actives 0.065% (n = 150,000);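 active means inhibition above the mean plus 3 SD of compounds within the control limits, set per campaign, cut at about 38% in these data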;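 further: 0% = DMSO wells and 100% = medium only without gametocytes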
Active calls of the source: *. This is a subset, so the mix of outcomes need not match the whole.

The opening three entries (preview)
structure | Pf gametocyte
COC(=O)C(NC(=O)CCC(=O)N[C@@H](C(=O)OC)c1ccccc1)c1ccccc1 (stereo partly drawn) | -11.1
COc1ccc(NC(=O)C2CCCO2)c(OC)c1 (stereo not drawn) | 17.3
O=C(NCCc1ccc(Cl)cc1)C1CCCN1C(=O)Nc1ccc(F)cc1 (stereo not drawn) | -9.1

This part in full, from the start:
structure | Pf gametocyte
COC(=O)C(NC(=O)CCC(=O)N[C@@H](C(=O)OC)c1ccccc1)c1ccccc1 (stereo partly drawn) | -11.1
COc1ccc(NC(=O)C2CCCO2)c(OC)c1 (stereo not drawn) | 17.3
O=C(NCCc1ccc(Cl)cc1)C1CCCN1C(=O)Nc1ccc(F)cc1 (stereo not drawn) | -9.1
COc1ccc(NC(=O)N2CCOCC2)cc1 | -5.7
O=C(NC1CCC(=O)N(CCSc2ccccc2)CC1)OCc1ccccc1 (stereo not drawn) | -13.8
NNC(=O)C1COc2cc3ccccc3cc2O1 (stereo not drawn) | 14.7
CC(=O)Nc1ccc2sc(NC(=O)CN3CCOCC3)nc2c1 | 8.1
O=S(=O)(Nc1ccccc1Cl)c1ccc(-c2ccccn2)s1 | -17.2
O=C(CCCCO)c1ccc(O)c(Cl)c1 | -2.0
O=C(NC1=NCCS1)c1ccccc1Cl | 3.5
Oc1cc(-c2cccnc2)cc2cccnc12 | -23.9
COc1cc(N)ccc1-c1cc2ccccc2oc1=O | 13.4
O=C(N/N=C/c1cccnc1)c1cc(-c2ccc(Cl)cc2)nc2ccccc12 | -13.1
COC/C=C/C1=CC2=CC(=O)C(C)(OC(=O)c3cnc4ccccc4n3)C(=O)C2=CN1Cc1ccco1 (stereo not drawn) | 5.0
CCCNC(=O)c1ccc(N2CCC3(CC2)CC(c2ccc(Cl)cc2)=NO3)c([N+](=O)[O-])c1 | -5.8
C=CCn1cnc2scc(-c3ccc(OC)cc3)c2c1=O | 18.4
NNc1nc2ccccc2c(=O)n1Cc1ccccc1 | 8.8
O=C(NNC(=O)c1ccc(Br)cc1)c1ccncc1 | -8.0
COc1cc(C#Cc2c(-c3cncn3C)n(C)c3ccc(-c4ccc(CN5CCOCC5)cc4)cc23)cc(OC)c1 | -38.1
O=c1c2ccccc2ncn1CCCCOc1ccccc1F | -20.5
Fc1ccccc1OCCCCN1CCCCC1 | 9.3
COC(=O)[C@@H](NCc1cccc(CN[C@H](C(=O)OC)C(C)C)c1)C(C)C | 7.1
Nc1cccc(-c2cn(-c3cc4cc(C#CC5(O)CCCCC5)ccc4oc3=O)nn2)c1 | -5.4
COc1ccc(CNC(=O)c2c(O)c3ccccc3n(C)c2=O)cc1 | -0.9
O=C(NCc1ccco1)c1ccccc1O | -4.5
CC(=O)c1nn(-c2ccc(C)cc2)cc1C(=O)c1cccc(Br)c1 | 5.6
CC(=O)Nc1ccc(C(=O)Nc2ccc(S(=O)(=O)N3CCOCC3)cc2)cc1 | 20.5
Cc1ccnc(OC(C(=O)O)C(OCc2ccccc2)(c2ccccc2)c2ccc(C(F)(F)F)cc2)n1 (stereo not drawn) | -8.3
COc1ccc(S(=O)(=O)Nc2ccccc2)cc1 | 9.2
COc1ccc(Oc2cc(NN3CCCCC3)c([N+](=O)[O-])cc2[N+](=O)[O-])cc1OC | -3.2

Arranged by SMILES length (highest first): 4 of the compounds above.
structure | Pf gametocyte
COC/C=C/C1=CC2=CC(=O)C(C)(OC(=O)c3cnc4ccccc4n3)C(=O)C2=CN1Cc1ccco1 (stereo not drawn) | 5.0
Nc1cccc(-c2cn(-c3cc4cc(C#CC5(O)CCCCC5)ccc4oc3=O)nn2)c1 | -5.4
COC(=O)[C@@H](NCc1cccc(CN[C@H](C(=O)OC)C(C)C)c1)C(C)C | 7.1
CC(=O)Nc1ccc2sc(NC(=O)CN3CCOCC3)nc2c1 | 8.1

Next compounds:
structure | Pf gametocyte
Cc1ccc(OCC(=O)O/N=C(\N)Cc2cccs2)cc1C | -5.0
COc1ccc(N2CCN(C(=O)c3cccs3)CC2)cc1 | -16.6
CC(C)(O)/C=C/C[C@](C)(O)C1CC[C@]2(C)C1[C@H](O[C@H]1O[C@@H](CO)[C@H](O)[C@@H](O)[C@@H]1O)CC1[C@@]3(C)CC[C@H](O)C(C)(C)C3[C@@H](O)C[C@]12C (stereo partly drawn) | 14.3
Cn1c(CCc2ccccc2)nnc1SCC(N)=O | 9.9
Cc1cccc2c1c(N=NC(N)=S)c(O)n2C1OC(CO)C(O)C(O)C1O (stereo not drawn) | 5.0
O=S1(=O)[C@H]2C[C@@H]3C=C[C@@]2(CN1Cc1ccc(Cl)cc1)O3 | 9.1
Clc1ccccc1OCCCn1ccnc1 | -5.4
Cc1cccc(C(=O)NNC(=O)c2ccc(NC(=O)C(C)(C)C)cc2)c1 | 15.6
O=S(=O)(NC1CCCCCCC1)c1ccc(F)cc1 | -7.0
CC(C)C[C@H](NC(=O)OC(C)(C)C)C(=O)N[C@@H](CO)[C@H](O)[C@@H]1C[C@@H]1C(=O)NC1CC1 | 13.2
COc1ccc(-c2oc3cccnc3c2/C=C/c2ccc(OC)c(OC)c2)cc1 | -6.5
Nc1cccc(NC(=O)CN2CCOCC2)c1 | -20.6
Cc1[nH]n(-c2ccccc2)c(=O)c1N=Nc1cccc(C(=O)O)c1 | -4.9
OCC[C@@H]1C[C@@H](O)[C@H](O)[C@@]2(CCCc3ccccc3O2)O1 | 4.5
Cc1ccc(OCCCCc2c(C)n[nH]c2C)cc1 | -0.9
COc1ccc(CNC(=O)C2CCCC2)cc1 | -3.2
COc1ccc2c(c1)C(=O)Nc1cc(Cl)ccc1N2 | -30.2
CCc1ccc(NC(=O)NCCN2CCCCC2)cc1 | 1.0
Oc1ccc(Oc2ccc(Oc3ccc(O)cc3)cc2)cc1 | 4.2
CCOC(=O)N1CCN(S(=O)(=O)c2ccc(Cl)cc2)CC1 | 4.7
Cn1c2ccccc2c2n[nH]c(=S)nc21 | -5.3
CN(C(=O)c1ccc(NC(=O)Cc2ccc(NC(=O)C3CCCN(C(=O)C4CC4)C3)cc2)cc1)C1CC1 (stereo not drawn) | 3.5
O=C(NCCN1CCCCC1)c1cc(Cl)ccc1Cl | 4.6
CC(C)(C)NC(=O)c1nn2c(C(F)(F)F)cc(-c3ccccc3)nc2c1Br | -5.3
Cc1csc(NC(=O)Cc2ccc(Br)cc2)n1 | -9.3
COc1ccccc1CNC(=O)Cc1ccccc1 | 2.1
O=C(NCCCCc1ccccc1)c1ccc(Br)cc1 | 6.9
COC(=O)c1ccc(Nc2nc(C)nc3c2nnn3Cc2ccccc2)cc1 | 22.3
O=C(c1ccccc1)N1CCN(CCc2ccccc2)CC1 | 11.8
COc1cccc(OC)c1C(=O)Nc1ccccc1N1CCCCC1 | 1.8
CCOc1ccc(NC(=O)/C(C#N)=C/c2cn(CC(=O)O)c3ccccc23)cc1 | 4.1
COc1cccc(NC(=S)NC(=O)Cc2ccccc2)c1 | 25.2
COCc1cc(CN2CCN(CCc3ccccc3)C(CCO)C2)ccc1OC (stereo not drawn) | 10.8
CC(=O)N1N=C(c2ccccc2)CC1c1cccc([N+](=O)[O-])c1 (stereo not drawn) | 14.9
COc1ccc(-c2c(C)nn3c(C)cc(C)nc23)cc1 | -6.4
CN(/N=C/c1ccccc1)C(=S)c1ccccc1 | -1.2
Cn1cc(C[C@H](NC(=O)OC(C)(C)C)C(=O)N[C@H](CO)Cc2ccccc2)c2ccccc21 | -6.4
O=[N+]([O-])c1ccc(N/N=C/C=C/c2ccco2)cc1 | 2.5
OCCNc1ncnc2c1nnn2Cc1ccccc1 | 13.5
O=C1CCC[C@@H]2C[C@@]3(C[C@@H]4CCN1[C@H]24)Nc1cc(Cl)c(Cl)cc1NC3=NCc1ccccc1 | -6.0
NC(=NCCc1ccccc1)NC(=O)c1cc(Cl)ccc1O | -4.9
O=C(O)c1ccc(NC(=O)C(c2ccccc2)c2ccccc2)cc1 | -8.5
O=S(=O)(NCc1ccccn1)c1cc(Cl)ccc1Cl | 2.3
CCOC(=O)CCCCCC(=O)Nc1ccc2c(c1)CC(=O)N([C@H](C)CO)C[C@H](C)[C@H](CN(C)S(=O)(=O)c1ccc(OC)cc1)O2 | -4.3
CCn1c(=O)c2sccc2n(Cc2cc(C(=O)OC)ccc2OC)c1=O | 14.6
CN(C(=O)c1cccc(NC(=O)Cc2cccc([N+](=O)[O-])c2)c1)C1CCC1 | 3.5
C=C[C@H]1[C@H](O[C@@H]2O[C@H](CO)[C@@H](O)[C@H](O)[C@H]2O)OC=C2C(=O)OCC[C@]21O | -28.3
NC(=O)c1ccc2c(=O)c(O)c(-c3cc(Cl)c(N)c(Cl)c3)[nH]c2c1 | -24.4
CC(C)OCCCNC(=O)c1ccc(CN2CCc3ccccc3C2)cc1 | -1.6
Cc1ccc(CCC(=O)Nc2ccc([N+](=O)[O-])cc2)o1 | -16.4
COc1ccc2c3n(nc2c1)CCN=C3c1ccc(Cl)cc1 | -14.3
O=C(O)CSc1nc2ccccc2n1Cc1ccccc1 | -18.5
CC(C)CN1CCN(Cc2cn(C)c3ccccc23)CC1CCO (stereo not drawn) | 17.6
Cc1cc(C)nc(SCc2c(F)cccc2Cl)n1 | -13.1
C=CCc1cccc(CNn2cnnc2)c1O | -16.0
C[C@H](CO)N1C[C@H](C)[C@@H](CN(C)C(=O)Nc2ccccc2)Oc2ccc(NC(=O)CCC(F)(F)F)cc2C1=O | 9.0
C[C@@H]1O[C@@H](O[C@@H]2C(=O)c3c(O)cc(O)cc3O[C@H]2c2ccc(O)c(O)c2)[C@H](O)[C@H](O)[C@H]1O | 4.1
O=C(c1ccc(F)cc1)C1CCN(C(=S)Nc2ccc(F)cc2)CC1 | -4.5
O=C(Cc1ccccn1)c1ccccc1 | 4.5
CC(C)(C)OC(=O)Nc1ccc([C@@H](NC(=O)OC(C)(C)C)C(=O)OC(C)(C)C)cc1 | -5.5

(continued)
structure | Pf gametocyte
CC1(C)CC[C@]2(C(=O)O)CC[C@]3(C)C(=CC[C@@H]4[C@@]5(C)CC[C@H](O[C@@H]6O[C@H](C(=O)O)[C@@H](O)[C@H](O[C@@H]7OC[C@H](O)[C@H](O)[C@H]7O)[C@H]6O)C(C)(C)[C@@H]5CC[C@]43C)[C@@H]2C1 | 7.4
Cc1cccc([C@H](NC(=O)OC(C)(C)C)C(=O)OC(C)(C)C)c1 | 24.4
COc1cc2sc3cc(NCCCN4CCOCC4)ccc3c(=O)c2cc1OC | -13.1
CC(=O)N1CCN(c2ccc(NC(=O)c3cc(Cl)ccc3Cl)cc2)CC1 | -22.1
CC(=O)Nc1ccccc1NC(=O)c1ccccc1-c1ccccc1 | -17.7
CCOc1ccccc1CN1C(=O)C2(OCCO2)c2ccccc21 | -6.8
Cc1cc(Br)cc2c1N(C)C(=O)C2(c1ccc(O)cc1)c1ccc(O)cc1 | -13.0
CCc1ccc(N=C2NC(=O)CS2)cc1 | 9.7
COc1cc(C)c(CN2CCC(Cc3ccccc3)CC2)cc1C | -0.4
Cn1cnc(C(=O)NCc2ccccc2)c1C(=O)NCc1ccccc1 | 14.3
Cn1nnnc1Sc1ncnc2scc(-c3ccc[nH]3)c12 | -4.1
COc1ccc(Br)cc1CNc1ccccc1 | -1.4
COc1ccc2cc(C(c3nnnn3C3CCCCC3)N3CCCCCC3)c3nnnn3c2c1 (stereo not drawn) | 4.8
COc1cc(C2Nc3cccc4cccc(c34)N2)ccc1O | 8.5
Cc1ccc(NC(=O)C2CCCC2)c(Br)c1 | -6.6
Cc1oc(-c2ccc(F)cc2)cc1-c1nn2c(-c3ccoc3C)nnc2s1 | -6.2
CC(=O)N/C(=C/c1ccc2c(c1)OCO2)C(=O)NC(Cc1ccccc1)C(=O)O (stereo not drawn) | 10.4
CN(C)C(=O)c1ccccc1NC(=O)Cc1cccc2ccccc12 | 19.5
Cc1c(NS(=O)(=O)c2ccc(N=NN(C)C)cc2)c(=O)n(-c2ccccc2)n1C | -9.1
CCc1ccc(OCCn2ccnc2)cc1 | 6.0
O=C(Nc1ccc(C2CCCCC2)cc1)C1CCCN(c2ncccn2)C1 (stereo not drawn) | -7.2
CN(C)C1=NC[C@H](Cc2ccccc2)N1CC1CCCCC1 | -2.5
O=S(=O)(N(Cc1ccccc1)[C@H](CO)Cc1ccccc1)N(Cc1ccccc1)[C@H](CO)Cc1ccccc1 | -17.1
COc1cc2cc(CCCOC(=O)c3ccc(C#N)cc3)oc(=O)c2cc1OC | -19.2
Cn1c2ccccc2c2nnc(N/N=C/c3ccc(O)cc3)nc21 | 9.1
CC(C)Nc1ccc(C(CC(N)=O)NC(=O)c2ccccc2)cc1[N+](=O)[O-] (stereo not drawn) | 11.5
O=C(Nc1ccc(Br)cc1)c1cc([N+](=O)[O-])cc([N+](=O)[O-])c1 | 16.0
N#CC(C#N)=Cc1c[nH]c(=O)c(C#N)c1Nc1ccccc1 | -10.3
Cc1nc2nc(SCc3ccccc3)[nH]n2c(=O)c1CCC(C)C | 17.9
COc1cc(/C=C2/SC(=O)NC2=O)ccc1OCc1ccccc1 | -7.8
O=[N+]([O-])c1cc([N+](=O)[O-])c(Oc2ccccc2F)cc1NN1CCCCC1 | -7.0
O=[N+]([O-])c1ccc(-c2cn3ccccc3n2)cc1 | -14.9
CC1(c2nnc(Cc3ccccc3)o2)CC(c2ccccc2F)=NO1 (stereo not drawn) | -14.6
CCCNC(=O)C1(CC2CC(c3ccccc3)=NO2)CCN(C(=O)c2ccccc2)CC1 (stereo not drawn) | -11.1
CC(O)[C@@]1(O)CC[C@H]2[C@@H]3CC[C@H]4C[C@@H](O)CC[C@]4(C)C3=CC[C@@]21C (stereo partly drawn) | 7.4
Cc1cc(C)cc(C(=O)NC(CC(N)=O)c2ccc(NC3CCCC3)c([N+](=O)[O-])c2)c1 (stereo not drawn) | 1.7
CCOc1cccc(CNCCCSc2ncccn2)c1 | -2.3
Clc1cc(Br)ccc1OCCOCCN1CCCC1 | -3.8
N#Cc1ccc(C(=O)OCCc2cc3ccccc3c(=O)o2)cc1 | -13.3
O=C(Nc1ccc(C(F)(F)F)cc1)c1ccccc1 | 14.2
O=C(CSCc1ccccc1Cl)Nc1ccc(C(=O)O)cc1 | 14.0
